Source: PubChem BioAssay (several laboratories)
Yfh1-depleted yeast – enhancers of respiration in Yfh1-depleted yeast, dose response, Friedreich's ataxia, plus single-dose screen (AID 1465). S. cerevisiae Yfh1-off respiration, WST-1 reduction, 72 h; higher fold induction means a stronger effect. one-dose fold induction at 50 µM; EC50 in µM for titrated hits. actives 0.074% (n = 220,000);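 active = fold induction of absorbance versus untreated yeast above a set limit, then at least 30% activation at any dose in follow-up; inconclusive = repeats straddling the limit, or above it without dose testing; inactive = fold induction below the set limit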;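 note: activators that raise dye reduction in frataxin-depleted yeast; strong numbers were not always called active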
HEK293 NOD2/NF-kB – NOD2 signaling inhibitors, cell-based, luminescence, uHTS, HEK293 (AID 1566); actives 0.63% (n = 290,000); inhibition, % at 4 µM; hits with a dose series show EC50 in µM; HEK293 NOD2/NF-kB luciferase reporter, luminescence; higher % means a stronger effect; in the data active = inhibition above about 50%; note: many of its hits are not listed in these tables
Autophagy HCS – autophagy modulation, high-content screen. actives 0.98% (n = 190,000). calls only at 10 µM (by protocol). MEF GFP-LC3 puncta imaging; test concentration mostly 10 µM;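 active = percentage of spot-positive cells more than 3 SD above its plate mean, without a fluorescence outlier flag or 80% toxicity; inconclusive = no clear call, values can overlap the other calls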;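 note: spot-positive cell cutoff set from DMSO-treated cells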
Ins promoter up – MIN6 insulin promoter up-regulation; actives 0.3% (n = 190,000); MIN6 insulin promoter-GFP reporter, high-content imaging; active compounds read high; z-score at 5 µM;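 active = z-score above 3 at 5 µM with at least 500 cells counted in the well; inconclusive = wells under 500 cells, flagged as cytotoxic or low count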
WT yeast gro inh – growth inhibition of WT yeast, mitochondrial fusion screen. inhibition, % at 10 µM. actives 2.1% (n = 190,000). mitochondrial fusion phenotypic screen, WT strain; in the data active = inhibition above about 58%; tested in S. cerevisiae
Dynein transport – dynein cargo transport inhibition | 3617.4 mouse cells, GR-EGFP nuclear translocation imaging; test concentration mostly 20 µM; stimulated with dexamethasone, 1 µM; active compounds read low | z-score, hits read low | actives 0.47% (n = 220,000);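 active = plate z-score of nuclear minus cytoplasmic receptor signal below a set negative limit, without overly bright fluorescence or cell loss, cut at about -3.5 in these data, passing the limit was not always enough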;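 note: z-score of nuclear minus cytoplasmic ring GR-EGFP intensity difference per well; some compounds called inactive have numbers as strong as hits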
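Buffer or medium: tet-free medium with charcoal-stripped serum / Also added: dexamethasone agonist, 1.0 µM final, for 30 min / Timing: induction 48 h, compound 1 h, agonist 30 min / Measured by: high-content fluorescence imaging after fixation / Read-out: nuclear-to-cytoplasmic GR-EGFP distribution per well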
b-catenin transl – alters nuclear translocation of beta-catenin in HeLa cells; AID 1665; actives 0.3% (n = 190,000); immunofluorescence imaging; nuclear translocation activity, % at 5 µM;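 active = nuclear translocation activity above 50% at 5 µM, with a well cell count of 50 or more; inconclusive = wells under 50 cells across six images, flagged as toxic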;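 note: per-cell ratio of nuclear to cytoplasmic median beta-catenin stain intensity; plate controls were DMSO negative control for no effect and GSK-3 inhibitor IX positive control for full effect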
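Test system: HeLa cells, endogenous beta-catenin; Compound: single 5 µM dose plus 0.02–20 µM confirmation series; Times: compound exposure 24 h at 37°C; Signal: fluorescence imaging of beta-catenin antibody stain plus DAPI; Read-out: % activation, nuclear-to-cytoplasmic median beta-catenin signal ratio per cell.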
MT stabilizer – stabilizes microtubules in HeLa cells. HeLa tubulin immunostaining HCS, 24 h; share of cells brighter than vehicle mean+2SD. % tubulin-high responders, % at 10 µM. actives 0.83% (n = 200,000). AID 2205;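 active = plate Z-score above 3 for both tubulin-high and condensed-nucleus cell shares, with cell loss under 80%, at 10 µM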;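 note: anti alpha tubulin signal scored within the nucleus-defined area of each cell; some results filed as inactive read as strong as hits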
Hep lipid drop – hepatic lipid droplet formation modulation | AML12 mouse hepatocytes, oleate lipid droplets, BODIPY imaging | inhibition, % at 6.5 µM | actives 0.4% (n = 240,000);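 active = lipid droplet intensity inhibited by at least 50%, with more than 500 cells counted; inconclusive = wells with under 300 cells, treated as cytotoxic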
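Assay system: AML12 hepatocytes (mouse) / Also added: 100 µM oleic acid challenge / Times: overnight treatment with compound plus oleate / Detection: high-content imaging of BODIPY-stained droplets and DAPI nuclei / Evaluation: % inhibition of lipid droplet signal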
WT yeast gro inh mutant strain – also measured in WT yeast gro inh; calls as there; inhibition, %; mitochondrial fusion phenotypic screen, mutant strain inhibition
Dynein transport cytoplasmic EGFP – also measured in Dynein transport; calls as there; z-score; measured here: cytoplasmic GR-EGFP intensity; active compounds read high
Dynein transport nuclear GR-EGFP – also measured in Dynein transport; calls as there; z-score; measured here: nuclear GR-EGFP intensity;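 lower value marks the stronger effect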
Dynein transport cell count – recorded beside Dynein transport, whose call it bears; z-score; measured here: cell count per field
Ins promoter up cell count – second read-out of Ins promoter up, no call of its own (marks repeat the call); cell count; measured here: cytotoxicity, nuclei count;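 total cells summed across four imaged fields per well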
Hep lipid drop cells 6.5 µM – second read-out of Hep lipid drop, no call of its own (marks repeat the call); cell count; measured here: cell count, cytotoxicity flag;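 cells counted across two imaged fields per well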
b-catenin transl cell count 5 µM – also measured in b-catenin transl; calls as there; cell count; measured here: cell count, cytotoxicity flag
MT stabilizer Hoechst-high % – recorded beside MT stabilizer, whose call it bears; % Hoechst-high responders; measured here: nuclear condensation Hoechst responders;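 share of cells brighter than vehicle mean plus two SD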
MT stabilizer cytotoxicity % – second read-out of MT stabilizer, no call of its own (marks repeat the call); toxicity, %; measured here: cytotoxicity by cell density;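 0% = mean cell density of plate MIN control wells and 100% = no cells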
Autophagy HCS cell loss 18 h – recorded beside Autophagy HCS, whose call it bears; toxicity, %; measured here: cell loss, nuclei count;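 cell loss after 18 h compound exposure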
Starred values were filed as active, the others as inactive; i = inactive; ? = inconclusive; . = no result given; + = active, no number. Only part of the results is shown; rates above refer to the full screens.

cpd	canonical_smiles	Yfh1-depleted yeast	HEK293 NOD2/NF-kB	Autophagy HCS	Autophagy HCS cell loss 18 h	Ins promoter up	Ins promoter up cell count	WT yeast gro inh	WT yeast gro inh mutant strain	Dynein transport	Dynein transport cytoplasmic EGFP	Dynein transport nuclear GR-EGFP	Dynein transport cell count	b-catenin transl	b-catenin transl cell count 5 µM	MT stabilizer	MT stabilizer Hoechst-high %	MT stabilizer cytotoxicity %	Hep lipid drop	Hep lipid drop cells 6.5 µM
1	Clc1ccccc1-c1nnc2sc(-c3ccco3)nn12	i	15.0%	i	8.1	-0.16	1072	-8.6	-22.1	0.857	0.0987	1.2	-2.5	1.6	1174	5.0	2.7	10.8	.	.
2	CC1CCCCN1C(=S)NCc1ccccc1 (stereo not drawn)	i	-0.1%	i	0.5	-0.38	1536	15.1	10.8	-0.676	-0.248	-0.378	0.669	-1.4	1136	5.1	2.1	10.2	-18.4	585
3	CCC1(C)NC(=O)N(CC(=O)Nc2sc3c(c2C(N)=O)CCC3)C1=O (stereo not drawn)	i	5.6%	i	13.9	.	.	-1.0	-5.3	0.211	-0.242	0.36	0.605	-0.6	1154	3.7	1.2	2.9	.	.
4	COc1ccccc1-n1c(SCC(=O)N2CCCC2)nc2cccnc21	i	10.0%	i	-1.2	0.66	1268	36.4	20.0	-0.262	-0.207	-0.219	0.389	-1.4	1371	3.0	2.1	8.0	.	.
5	C/C(=C\C(=O)N1CCc2ccccc21)C(=O)O	i	-0.1%	i	17.4	0.12	1452	-8.5	-4.0	0.0448	-0.17	0.74	0.377	2.7	1362	1.5	1.8	6.5	.	.
6	Cc1ccccc1SCC(=O)Nc1cc(S(=O)(=O)N2CCOCC2)ccc1N1CCOCC1	i	6.0%	.	.	-0.35	1084	.	.	-0.247	-0.268	-0.228	1.04	-1.1	1390	.	.	.	-19.6	733
7	COc1ccc(/C=N/c2oc(-c3ccccc3)cc2C#N)cc1OC	i	-3.2%	i	-3.5	0.54	1110	13.7	-3.5	-0.541	-0.0918	-0.539	0.76	-0.2	995	1.7	1.5	6.0	1.5	553
8	C/C(=N\NC(=S)NCc1ccccc1)c1ccccc1	i	-24.5%	i	8.9	-0.06	1449	61.5*	60.9*	-0.709	-0.281	-0.609	0.474	-0.9	504	3.1	2.5	5.3	.	.
9	CCNC(=O)CON=C1c2ccccc2-c2ccccc21	i	10.8%	+	-19.1*	0.4	1298	0.5	-22.5	-0.0529	-0.336	-0.24	0.0933	-2.9	598	2.4	2.4	7.3	5.7	614
10	Cc1cc(C)n(C(=O)/C=C/c2cccs2)n1	i	21.6%	.	.	-0.34	1065	.	.	0.533	-0.178	0.826	-0.706	-0.8	1321	.	.	.	-5.4	746
11	COc1ccc(/C=N\NC(=S)SCN2C(=O)C3CCC(C)(C2=O)C3(C)C)cc1 (stereo not drawn)	?	.	i	-1.1	.	.	50.8	11.8	1.68	-0.206	1.2	-0.882	.	.	1.5	1.2	4.8	.	.
12	COc1ccc(Cc2nn3c(-c4cc(OC)c(OC)c(OC)c4)nnc3s2)cc1	i	24.1%	i	-8.0	0.29	1859	13.1	21.0	2.49	-0.135	1.65	-2.47	-1.1	1044	4.6	2.4	8.0	23.1	690
13	Cc1nc2sc3c(c2c(=O)o1)CCCC3	i	12.6%	i	18.1	-0.37	1457	16.5	18.3	2.93	-0.481	0.961	-0.562	-8.2	956	9.0	2.1	4.7	.	.
14	O=C(N/N=C1/CCS(=O)(=O)c2ccc(F)cc21)c1cccnc1	i	7.2%	i	35.0	0.38	1220	7.1	8.8	-0.178	-0.318	-0.16	-0.326	-1.7	1159	5.1	2.2	8.1	3.8	695
15	CC1CCC(NC(=O)C(Cc2ccccc2)n2cccc2)CC1 (stereo not drawn)	i	7.3%	.	.	.	.	.	.	-0.443	-0.759	-0.501	0.25	1.5	1312	.	.	.	5.0	734
16	CC1CN(C(=O)C(c2ccccc2)c2ccccc2)CC(C)O1 (stereo not drawn)	i	6.2%	i	-0.6	0.14	868	-35.3	-28.3	0.363	0.22	0.276	0.875	.	.	3.5	1.5	7.9	.	.
17	CCc1ccc(C(=O)COC(=O)CCc2nc3ccccc3c(=O)[nH]2)cc1	i	6.6%	i	4.1	-0.02	1416	-1.3	-8.7	-0.924	-0.261	-0.44	0.446	-2.0	964	3.1	2.6	5.7	8.2	679
18	CCOc1cc(C(=S)N2CCCCC2)ccc1OCC(=O)NCc1ccccc1	i	20.1%	i	13.7	.	.	-13.5	8.1	1.84	-0.198	0.81	-0.964	-15.4	1223	2.1	1.8	9.7	15.8	807
19	CCc1ccccc1NC(=S)NN	i	18.2%	i	-20.5	0.13	1223	9.3	-2.3	0.374	-0.341	0.494	0.578	0.3	1122	.	.	.	4.9	650
20	COc1ccccc1/C=C1/SC(=O)N(CCC(=O)Nc2ccc(S(=O)(=O)Nc3nccs3)cc2)C1=O	i	1.6%	i	4.5	0.58	1377	-13.8	-15.8	-0.387	-0.353	-0.448	0.989	-1.2	919	5.6	3.1	0.7	?	.

Some values from the entries so far.
Under Dynein transport cell count, COc1ccc(/C=N\NC(=S)SCN2C(=O)C3CCC(C)(C2=O)C3(C)C)cc1 (stereo not drawn) is entered as -0.882
Under HEK293 NOD2/NF-kB, COc1ccccc1/C=C1/SC(=O)N(CCC(=O)Nc2ccc(S(=O)(=O)Nc3nccs3)cc2)C1=O is entered as 1.6%
Under Dynein transport cell count, CC1CCC(NC(=O)C(Cc2ccccc2)n2cccc2)CC1 (stereo not drawn) is entered as 0.25
Under Autophagy HCS cell loss 18 h, Clc1ccccc1-c1nnc2sc(-c3ccco3)nn12 is entered as 8.1

Returning to the listing; the two compounds before the break are reprinted first.
cpd	canonical_smiles	Yfh1-depleted yeast	HEK293 NOD2/NF-kB	Autophagy HCS	Autophagy HCS cell loss 18 h	Ins promoter up	Ins promoter up cell count	WT yeast gro inh	WT yeast gro inh mutant strain	Dynein transport	Dynein transport cytoplasmic EGFP	Dynein transport nuclear GR-EGFP	Dynein transport cell count	b-catenin transl	b-catenin transl cell count 5 µM	MT stabilizer	MT stabilizer Hoechst-high %	MT stabilizer cytotoxicity %	Hep lipid drop	Hep lipid drop cells 6.5 µM
19	CCc1ccccc1NC(=S)NN	i	18.2%	i	-20.5	0.13	1223	9.3	-2.3	0.374	-0.341	0.494	0.578	0.3	1122	.	.	.	4.9	650
20	COc1ccccc1/C=C1/SC(=O)N(CCC(=O)Nc2ccc(S(=O)(=O)Nc3nccs3)cc2)C1=O	i	1.6%	i	4.5	0.58	1377	-13.8	-15.8	-0.387	-0.353	-0.448	0.989	-1.2	919	5.6	3.1	0.7	?	.
21	CCO[C@@H]1OC(C(N)=O)=C[C@H](C2CCCCC2)[C@H]1CCCO	i	-0.4%	.	.	0.19	983	.	.	0.159	-0.743	0.105	-0.573	2.1	1129	.	.	.	12.7	738
22	CCN1CCN(C(=S)NCCOC)CC1	i	14.8%	i	15.3	0.18	1443	-8.9	-6.3	1.52	-0.157	0.858	-1.37	-0.2	1460	3.5	2.0	2.2	7.1	718
23	O=C(Nc1ccc(NC(=S)NC(=O)C(c2ccccc2)c2ccccc2)cc1)c1ccccc1	i	.	i	7.3	.	.	.	.	-1.12	-0.204	-0.0875	1.4	.	.	39.5*	22.6*	36.6*	.	.
24	O=C(CSc1ncn[nH]1)Nc1ccc2c(c1)CCC2	i	-2.1%	i	-11.2	0.12	1254	-15.4	-7.5	-0.0739	-0.284	-0.35	-0.09	-1.0	1009	2.7	2.9	9.4	12.7	576
25	COc1ccc(N(CCC(=O)O)S(=O)(=O)c2ccc(C)cc2C)cc1	i	7.9%	i	7.3	0.4	1233	-12.7	8.1	2.07	-0.251	0.327	-2.28	1.5	1063	4.9	2.6	7.2	19.3	688
26	CCOCCCn1c(=NC(=O)c2cccnc2)c(C(=O)OCC)cc2c(=O)n3ccccc3nc21	i	2.9%	i	5.4	-0.53	946	6.3	-0.6	1.07	-0.347	0.681	-0.327	-7.4	918	4.9	1.6	4.7	.	.
27	N#Cc1ccccc1NC(=O)CC1c2ccccc2Oc2ccccc21	i	1.7%	i	11.7	0.68	1466	10.3	-12.5	0.29	0.404	0.242	-0.922	-5.1	1158	2.2	2.9	3.1	-1.7	648
28	NS(=O)(=O)c1ccc(NC(=S)NC(=O)c2ccc(Br)o2)cc1	i	9.8%	i	1.9	1.02	1391	6.1	0.4	0.2	-0.175	0.15	1.07	0.0	970	2.1	1.1	5.6	3.4	716
29	CC12CCC(C(=Nc3ccc(N=C4C(=O)C5(C)CCC4C5(C)C)cc3)C1=O)C2(C)C	i	2.6%	.	.	-0.03	1113	.	.	1.07	-0.254	0.103	0.273	-0.6	1375	.	.	.	-9.1	750
30	CCOC(=O)c1nn(-c2ccc3c(c2)OCO3)cc1O	i	.	i	29.7	.	.	10.7	16.7	0.203	-0.242	0.158	0.148	.	.	5.3	2.2	6.4	.	.
31	COc1ccc(/C=C/C(=O)OCC(=O)Nc2ccc(Cl)cc2F)cc1S(=O)(=O)N1CCOCC1	i	-3.5%	i	3.4	-0.21	1361	-5.5	13.8	0.0989	-0.168	0.131	-0.676	0.9	967	2.2	2.7	8.0	4.7	527
